Compound activity (PubChem BioAssay)
TbREL1 primary: TbREL1 RNA ligase inhibitors, primary screen, biochemical, FRET fluorescence; TbREL1 RNA ligation; 0.49% of 89,000 active; RNA-editing ligase 1, mitochondrial (Trypanosoma brucei brucei), P86926; inhibition, % at 9.66 µM; AID 1117264, 2014;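 active means inhibition above the mean inhibition across all screened compounds plus 3 SD, cut at about 11% in these data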;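 further: 0% = plate median of test wells and 100% = NSC42067 control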
Target sequence (P86926 whole entry, looked up): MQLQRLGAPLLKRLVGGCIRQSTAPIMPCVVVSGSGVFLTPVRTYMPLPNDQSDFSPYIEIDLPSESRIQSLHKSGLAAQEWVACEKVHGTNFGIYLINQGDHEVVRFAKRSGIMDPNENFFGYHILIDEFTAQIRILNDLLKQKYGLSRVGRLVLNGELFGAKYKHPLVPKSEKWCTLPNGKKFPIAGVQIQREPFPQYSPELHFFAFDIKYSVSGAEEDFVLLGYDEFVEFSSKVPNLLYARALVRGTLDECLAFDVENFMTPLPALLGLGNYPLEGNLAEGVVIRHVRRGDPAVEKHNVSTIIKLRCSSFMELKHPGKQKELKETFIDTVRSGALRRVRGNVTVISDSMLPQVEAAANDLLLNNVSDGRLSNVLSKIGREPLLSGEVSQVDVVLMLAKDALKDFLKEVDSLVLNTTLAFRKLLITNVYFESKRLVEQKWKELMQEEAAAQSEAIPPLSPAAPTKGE
Active calls of the source: *.

`O=C(NCc1cccs1)C1CCCN(S(=O)(=O)c2cccc3ccccc23)C1` (stereo not drawn) gave TbREL1 primary 0.3.
COC(=O)C1=C(C)C(c2cccs2)NC(=O)N1C (stereo not drawn) was read as TbREL1 primary 2.1.
`COC(=O)NC1(C(F)(F)F)C(=O)NC(C)=C1C(=O)OC` (stereo not drawn) gave TbREL1 primary -0.3.
Screening Nc1nc(-c2ccco2)cs1 returned TbREL1 primary 5.4.
For COc1ccc(-c2nn(C)c(=O)c3ccccc23)cc1CNC(=O)c1ccco1 the results were TbREL1 primary 1.0.
`CCOC(=O)C(=CNc1cccnc1Oc1ccc(C)c2c1CCC2)C(=O)OCC` gave TbREL1 primary 0.2.
Screening COC(=O)c1nn(-c2nc(-c3ccc(OC)c(OC)c3)cc(C(F)(F)F)n2)cc1[N+](=O)[O-] returned TbREL1 primary -1.4.
`O=S1(=O)NC(c2ccccc2)CC(CC2CCCCC2)O1` (stereo not drawn) gave TbREL1 primary 3.3.
For COc1ccc(C(=O)NC(C)CCn2cccn2)cc1OC1CCN(C(C)C)CC1 (stereo not drawn) the results were TbREL1 primary -1.8.
COc1ccc2cc(C3CC(c4ccco4)=NN3S(C)(=O)=O)c(Cl)nc2c1 (stereo not drawn) was read as TbREL1 primary -2.9.
For Cc1ccc(CNC(=O)C2CC3Cn4c(nc5cc(Cl)c(Cl)cc54)C3N2C)o1 (stereo not drawn) the results were TbREL1 primary -1.6.
For O=C(COC(=O)c1ccccc1F)NCc1ccc2c(c1)OCO2 the results were TbREL1 primary 5.8.
Screening CN1C(=O)N(C)C2(c3ccccc3)NNC(N)=NC12c1ccccc1 (stereo not drawn) returned TbREL1 primary -3.1.
For Cc1cc(Cl)ccc1OCC(=O)NCCOc1nc(N2CCCCC2)nc(N2CCOCC2)n1 the results were TbREL1 primary 1.4.
For CC1=C(C(=O)N(C)C)CC(CC(=O)NCc2cccs2)C(=O)N1Cc1ccc(F)cc1 (stereo not drawn) the results were TbREL1 primary 5.1.
`COc1cc(C(=O)NCc2nnc(SCC(=O)Nc3cc(C)on3)o2)cc(OC)c1OC` gave TbREL1 primary 5.2.
Cc1ccc(C(=O)N[C@H](C(=O)OCC(=O)Nc2cccc(S(N)(=O)=O)c2)C(C)C)cc1 was read as TbREL1 primary -0.7.
For NC(=O)c1ccc(-c2ncc(-c3ccccc3)o2)cc1 the results were TbREL1 primary 1.9.
CCC(C)NC(=O)C1(N2C(=O)c3ccccc3C2=O)CCCC1 (stereo not drawn) was read as TbREL1 primary 0.8.
`Cc1c(C(=O)N2CCN(c3ccc(C(F)(F)F)cn3)CC2)oc2ccccc12` gave TbREL1 primary 1.1.
O=c1cc(-c2ccccc2)c2cc3c(cc2[nH]1)OCCO3 was read as TbREL1 primary 4.1.
Screening COc1ccc(CN2CC[C@H]3C=CC[C@@H](C(=O)Nc4ccc(Cl)c(C(F)(F)F)c4)[C@H]3C2=O)cc1OC returned TbREL1 primary 0.4.
O=C(N[C@H]1CCC(=O)N([C@H](CSc2ccccc2)Cc2ccccc2)CC1)OCc1ccccc1 was read as TbREL1 primary -3.3.
Screening CC(C(=O)Nc1ccccc1C(=O)N1CCOCC1)N(c1ccc(Cl)cc1)S(C)(=O)=O (stereo not drawn) returned TbREL1 primary 0.7.
`CCN(C(=O)CN1CCN(S(=O)(=O)c2ccccc2C(F)(F)F)CC1)c1c(N)n(Cc2ccccc2)c(=O)[nH]c1=O` gave TbREL1 primary 3.2.
Screening Cc1oc2ccc(O)c(CN3CCOCC3)c2c1C(C)O (stereo not drawn) returned TbREL1 primary -0.5.
`COc1ccc(OC)c(NC(=O)Cn2nc(C)c3ccccc3c2=O)c1` gave TbREL1 primary 3.5.
COCCCNC(=O)c1ccc(NS(C)(=O)=O)cc1 was read as TbREL1 primary 4.3.
For Cc1ccc2nc3c(c(C(=O)OCC(=O)NC4CCS(=O)(=O)C4)c2c1)CCCC3 (stereo not drawn) the results were TbREL1 primary -3.5.
`CC(C)[C@H](NC(=O)c1ccc(Cl)c([N+](=O)[O-])c1)C(=O)O` gave TbREL1 primary -0.2.
Screening COc1cc2c(cc1OC)CN(C(=O)Cc1c(F)cccc1Cl)CC2 returned TbREL1 primary 0.0.
Screening CC(=O)Nc1ccc(S(=O)(=O)N2CCN(c3ccc(C(C)=O)cc3)CC2)cc1 returned TbREL1 primary 5.0.
Screening CCOC(=O)C1CCCN(C(=O)C2COc3ccccc3O2)C1 (stereo not drawn) returned TbREL1 primary -1.1.
Screening Cc1ccc(N(CC(=O)NC(C)c2ccccc2)S(=O)(=O)c2cccs2)cc1 (stereo not drawn) returned TbREL1 primary -1.0.
Cc1ccc(-n2c(SCC(=O)Nc3cccc4ccccc34)nnc2-c2ccccc2)cc1 was read as TbREL1 primary -1.8.
For CC1(Cc2ccc(F)cc2)C(=O)Nc2ccc(-c3cccnc3)cc21 (stereo not drawn) the results were TbREL1 primary 2.7.

The last 3 entries of the part before are carried over, then new ones follow:
Screening Cc1ccc(N(CC(=O)NC(C)c2ccccc2)S(=O)(=O)c2cccs2)cc1 (stereo not drawn) returned TbREL1 primary -1.0.
Cc1ccc(-n2c(SCC(=O)Nc3cccc4ccccc34)nnc2-c2ccccc2)cc1 was read as TbREL1 primary -1.8.
For CC1(Cc2ccc(F)cc2)C(=O)Nc2ccc(-c3cccnc3)cc21 (stereo not drawn) the results were TbREL1 primary 2.7.
Screening O=C(Cc1csc(Nc2nc(=S)[nH]c3ccccc23)n1)NCc1cccc(Cl)c1 returned TbREL1 primary -0.1.
For COc1ccc(C(C)(C)C)cc1NC(=O)CCCN1C(=O)NC(C)(C)C1=O the results were TbREL1 primary 2.7.
For CC(NC(=O)c1ccc(Br)cc1)c1ccc2c(c1)CCCC2 (stereo not drawn) the results were TbREL1 primary 3.0.
`COC(=O)Nc1ccc(S(=O)(=O)N2CCCC(C(=O)NC3CCS(=O)(=O)C3)C2)cc1` (stereo not drawn) gave TbREL1 primary -2.6.
`O=C(NCCCN1CCCC1=O)Nc1ccccc1F` gave TbREL1 primary 6.4.
For CCOC(=O)C1=C(C)NC(C)=C(C(=O)OCC)C1c1sccc1C the results were TbREL1 primary -4.5.
For COc1ccc(NC(=O)C2CCN(S(=O)(=O)c3cccc4cccnc34)CC2)cc1OC the results were TbREL1 primary 2.5.
`CC(C)CCOc1ccc(C(=O)NN2C(=O)NC3(CCCCC3)C2=O)cc1` gave TbREL1 primary -0.5.
O=C(c1ccc(F)cc1)N1CCN(c2cc(N3CCCCC3)c(F)cc2[N+](=O)[O-])CC1 was read as TbREL1 primary -1.8.
For COc1ccccc1NS(=O)(=O)c1cc(C(=O)NCC(C)(C)N2CCOCC2)ccc1C the results were TbREL1 primary -0.3.
For CC(C)(C)c1nnc2sc(SCC(=O)NCc3ccco3)nn2c1=O the results were TbREL1 primary 2.5.
`COC(=O)N1C(=O)[C@](c2ccccc2)(C2CCCCC2)N1C(=O)OC` gave TbREL1 primary 3.1.
`S=C1N[C@H]2CCCC[C@@H]2N1` gave TbREL1 primary -7.4.
Screening CN(CC(=O)NCCc1ccc(Cl)cc1)S(=O)(=O)c1cccs1 returned TbREL1 primary 1.1.
`COc1ccc(/C=C(\C#N)C(=O)Nc2cccc3ncccc23)cc1OC` gave TbREL1 primary 1.8.
Cc1cc(C(=O)CSc2nnc(-c3ccco3)o2)c(C)n1C was read as TbREL1 primary 0.8.
For COc1ccc(Cn2cc(CN3CC(N4CCCC4)CS3(=O)=O)nn2)cc1 (stereo not drawn) the results were TbREL1 primary -3.5.
Screening COc1ccc(OCc2nnc(SCC(=O)Nc3cccc(Cl)c3)o2)cc1 returned TbREL1 primary -0.7.
Screening COc1cccc(NC(=O)COC(=O)c2c(NC(C)=O)sc(C)c2C)c1 returned TbREL1 primary -2.1.
C[C@H](CO)N1C[C@H](C)[C@@H](CN(C)S(=O)(=O)c2ccc(-n3cccn3)cc2)OCc2cnnn2CCCC1=O was read as TbREL1 primary 2.3.
`O=C(Nc1ccc2c(c1)OCO2)OC1CC2CC1[C@H]1CCCCN1[C@H]2Cc1ccccc1` (stereo partly drawn) gave TbREL1 primary 3.1.
Cc1ncc(CN2CCCC(C(=O)Nc3ccc(-c4ccco4)cc3)C2)n1C (stereo not drawn) was read as TbREL1 primary 0.0.
Screening CC(=O)c1c(C)[nH]c(C(=O)NC2CCCCC2)c1C returned TbREL1 primary -5.1.
Screening Cc1ccccc1-c1nc(CS(=O)CC(=O)NCCN2CCN(Cc3ccccc3)CC2)c(C)o1 (stereo not drawn) returned TbREL1 primary -2.9.
Screening CCN(CC)CCCNC(=O)C1CCC(=O)N(c2ccc(OC)cc2)C1c1ccc(F)cc1 (stereo not drawn) returned TbREL1 primary 2.4.
For O=C(O)CC1(c2ccccc2)C(=O)c2ccccc2C1=O the results were TbREL1 primary 1.8.
For Cc1ccccc1NC(=O)NCCN1C(=O)C2C3C=CC(C3)C2C1=O (stereo not drawn) the results were TbREL1 primary 0.9.
Screening Cc1ccc([N+](=O)[O-])cc1S(=O)(=O)N1CCC(C)CC1 returned TbREL1 primary -0.3.
For COC(=O)[C@]12C[C@H](CC(=O)NCc3ccc(C)o3)C(=O)N(CCc3ccc(OC)c(OC)c3)C1=C[C@H](C(C)(C)C)O[C@@H]2C the results were TbREL1 primary -4.1.
C/C(=N\Nc1nncc2ccccc12)c1cccc(OC(F)F)c1 was read as TbREL1 primary 1.1.
For CC(C)CC(NC(N)=O)C(=O)Nc1cccc([N+](=O)[O-])c1 (stereo not drawn) the results were TbREL1 primary 6.8.
`COc1ccc(/C(O)=C2/C(=O)C(=O)N(CC3CCCO3)C2c2ccc(OC)c(OC)c2)cc1` (stereo not drawn) gave TbREL1 primary 2.2.
`Cc1c(NC(=O)CSc2nnnn2-c2ccc(O)cc2)c(=O)n(-c2ccccc2)n1C` gave TbREL1 primary -2.4.
`CCC(C)(C)NC(=O)C(c1cccc(OC)c1OC)N(C(=O)CCC(=O)Nc1cc(C)on1)c1ccc2c(c1)OCCO2` (stereo not drawn) gave TbREL1 primary -0.6.
`CCC(CC)NC(=O)c1ccccc1Oc1ccccc1` gave TbREL1 primary -1.2.
Screening Cc1ccc(NC(=O)CN(C)C(=O)CNC(=O)c2sc3ccccc3c2Cl)cc1 returned TbREL1 primary -1.1.
Screening O=C(NNc1nc2c(F)cccc2s1)c1ccc(F)cc1 returned TbREL1 primary -3.2.
Cn1c(=O)c2c(ncn2CC(=O)N2CCN(S(=O)(=O)c3ccccc3)CC2)n(C)c1=O was read as TbREL1 primary 0.0.
Screening CCOC(=O)C1=C(N)OC(CCl)=C(C#N)C1c1ccsc1 (stereo not drawn) returned TbREL1 primary -1.4.
For Cc1ccsc1CNn1cnnc1SCc1ccc(Cl)cc1 the results were TbREL1 primary 0.2.
`O=C(OC1CC2CC1[C@H]1CCCCN1C2=O)N1CCN(c2ccccc2)CC1` (stereo partly drawn) gave TbREL1 primary -1.8.
CCN(Cc1ccccc1)c1ccc(/C=C(\C#N)c2ccccn2)cc1 was read as TbREL1 primary 1.4.
COC(=O)[C@]1(Cc2ccccc2)N[C@H](CN(C)C(=O)COc2ccccc2)[C@@H]2C(=O)N(Cc3ccccc3)C(=O)[C@@H]21 was read as TbREL1 primary -2.6.
`COCCn1c(-c2ccc(Cl)cc2)cnc1SCC(=O)NCc1cccs1` gave TbREL1 primary -0.9.
For COc1ccc(-c2nc(C#N)c(NCCCN3CCOCC3)o2)cc1 the results were TbREL1 primary -2.8.
`NS(=O)(=O)c1ccc(CNC(=O)c2cc(-c3cccnc3)nc3ccccc23)cc1` gave TbREL1 primary -3.1.
O=C(C[C@@H]1C/C=C\CCCC(=O)OC[C@@H](c2ccccc2)NC1=O)NCCO was read as TbREL1 primary -0.5.
For O=[N+]([O-])c1ccc(Oc2cccnc2)nc1 the results were TbREL1 primary -0.5.
COc1ccc(N2CCN(C(=O)CSc3nnc(-c4ccco4)n3C)CC2)cc1 was read as TbREL1 primary -9.0.
COc1cccc(Oc2ccc(S(=O)(=O)N3CCCC3)cc2[N+](=O)[O-])c1 was read as TbREL1 primary -1.9.
For Cc1ccc(S(=O)(=O)N2CCN(C(=O)CN3C(=O)c4ccc([N+](=O)[O-])cc4C3=O)CC2)cc1C the results were TbREL1 primary 0.9.
For C1=CC2c3ccccc3NC(c3ccncc3)C2C1 (stereo not drawn) the results were TbREL1 primary -2.9.
Screening CN(CCCCCCN(C)Cc1ccccc1O)Cc1ccccc1O returned TbREL1 primary 3.1.
O=C(COc1ccc(S(=O)(=O)N2CCCCC2)cc1)Nc1ccccc1F was read as TbREL1 primary 1.7.
Screening CCOc1cccc(SCc2noc(C(=O)NCCOC)c2C(=O)O)c1 returned TbREL1 primary 8.6.
COc1ccc(C(C)=O)cc1CN1C(=O)NC(CC(C)C)C1=O (stereo not drawn) was read as TbREL1 primary -0.1.

By substructure: the entries above with an aryl thioether with sulfur outside any ring.
`COc1cc(C(=O)NCc2nnc(SCC(=O)Nc3cc(C)on3)o2)cc(OC)c1OC` gave TbREL1 primary 5.2.
O=C(N[C@H]1CCC(=O)N([C@H](CSc2ccccc2)Cc2ccccc2)CC1)OCc1ccccc1 was read as TbREL1 primary -3.3.
Cc1ccc(-n2c(SCC(=O)Nc3cccc4ccccc34)nnc2-c2ccccc2)cc1 was read as TbREL1 primary -1.8.
For CC(C)(C)c1nnc2sc(SCC(=O)NCc3ccco3)nn2c1=O the results were TbREL1 primary 2.5.
Cc1cc(C(=O)CSc2nnc(-c3ccco3)o2)c(C)n1C was read as TbREL1 primary 0.8.
Screening COc1ccc(OCc2nnc(SCC(=O)Nc3cccc(Cl)c3)o2)cc1 returned TbREL1 primary -0.7.
`Cc1c(NC(=O)CSc2nnnn2-c2ccc(O)cc2)c(=O)n(-c2ccccc2)n1C` gave TbREL1 primary -2.4.
For Cc1ccsc1CNn1cnnc1SCc1ccc(Cl)cc1 the results were TbREL1 primary 0.2.
`COCCn1c(-c2ccc(Cl)cc2)cnc1SCC(=O)NCc1cccs1` gave TbREL1 primary -0.9.
COc1ccc(N2CCN(C(=O)CSc3nnc(-c4ccco4)n3C)CC2)cc1 was read as TbREL1 primary -9.0.
Screening CCOc1cccc(SCc2noc(C(=O)NCCOC)c2C(=O)O)c1 returned TbREL1 primary 8.6.

A portion of the library; count on the stated rates, not on these rows.
